From PubChem BioAssay
S3 lipid droplet: qHTS Assay for Lipid Storage Modulators in Drosophila S3 Cells; AID 2685; lipid storage change, negative = inhibition, % at the top dose, mostly 46.1 µM; hits show Potency in µM; hit rate 0.64% among 320,000; Drosophila S3 cells, BODIPY lipid droplet fluorescence, 18-24 h; cells fed with added oleic acid; active means well fitted inhibition curve with a large enough effect in the signal ratio, with a control signal flat, not every such curve was filed as active; inconclusive means small, poorly fitted or top-dose-only effect, or effect the other way, or a change in a side signal; the % refers to the signal ratio
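Drosophila S3 cells loaded with oleic acid (400 uM, as added) and compounds at several concentrations; lipid droplets imaged by 488-nm laser-scanning cytometry, 500–530 nm intensity and object ratio to cell channel. Percent activity normalized to 20 uM Triacsin C.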
S3 lipid droplet cell count max: also measured in S3 lipid droplet; calls as there; cell number change, %; measured here: cell count max response;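 cells counted by Cell Tracker Red CMTPX staining in the red channel; peak over a dose series mostly up to 46.1 µM; percent activity relative to internal control wells on each plate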
Active calls of the source: *; i = inactive; u = inconclusive; x = not tested or not shown. On the % scale 0 is the no-effect control and ±100 the full control effect; potency means the concentration at half of the fitted maximal effect.

SMILES	S3 lipid droplet	S3 lipid droplet cell count max
O=C(NCc1ccc2c(c1)OCO2)c1ccc(C2SCC(=O)N2Cc2ccco2)cc1 (centres undefined)	u	x
COC(=O)c1ccc(C(=S)N2CCCCC2)cc1	-5.0%	-0.6
Cn1c(=O)n(C)c2cc3[nH]cnc3cc21	7.8%	-4.2
Cc1nn(-c2ccccc2)c(Cl)c1/C=N/Nc1nnc(C)c(=O)[nH]1	-8.5%	-2.0
COc1cccc(CNC(=O)CSc2nc(=O)n(Cc3ccncc3)c3c2CCC3)c1	u	x
Cn1sc(=O)c2cc(S(=O)(=O)NC3CC3)ccc21	u	x
CCCCN(CCO)CCCC	u	x
Cc1ccc(N(c2ncnc(N)c2[N+](=O)[O-])C2CCCCC2)cc1	7.4%	-23.8
N#Cc1ccccc1CSc1nc(N)cc(N)n1	u	x
CC(=O)Nc1ccc(C(=O)OCC(=O)c2ccc(F)cc2)cc1	-12.7%	9.1
O=C(NC1CC1)c1cc(Cl)nc2ccccc12	u	x
CCOc1cc(CNCCc2ccc(S(N)(=O)=O)cc2)ccc1OCC(=O)NC(C)(C)C	1.0%	0.8
Cc1cccc2c3c([nH]c12)CCNC3	-22.5%	-0.4
Cc1ccc(C(Sc2ccccc2)C(Cn2cncn2)C(=O)c2ccccc2)cc1 (centres undefined)	u	x
O=C(CSc1n[nH]c(-c2ccccc2)n1)NC1CCCCC1	u	x

The list continues:
SMILES	S3 lipid droplet	S3 lipid droplet cell count max
CC(C)(C)NC(=O)Cn1c(=O)oc2ccc(Cl)cc21	8.1%	1.1
CCCCOc1ccc(-c2ncc(C(=O)O)c(C)n2)cc1	u	x
O=[N+]([O-])c1ccc(C2=Nn3c(Cn4nnc5ccccc54)nnc3SC2)cc1	u	x
Cc1noc(C)c1C(=O)Nc1cc(S(=O)(=O)N2CCCCC2)ccc1N(C)C	u	x
O=C(COC(=O)Cc1ccccc1F)Nc1ccc(Cl)cn1	u	x
COc1ccc(C2Nc3ccccc3C(=O)N2NS(C)(=O)=O)cc1OC (centres undefined)	u	x
COc1ccc(NC(=S)N(Cc2ccc(C)cc2)Cc2ccccn2)cc1	4.7%	x
CCOC(=O)C1=C(C(F)(F)F)Nc2ncnn2C1c1ccc(OC)cc1OC (centres undefined)	9.9%	15.0
CC(C)(C)N(Cc1ccccc1)C(=O)COC(=O)CCc1c[nH]c2ccccc12	-14.1%	-12.6
CC(N)C(=O)NC(C(=O)N1CCCC1C(=O)NC(c1ccccc1)c1ccccc1)C(C)C (centres undefined)	u	x
c1ccc(OCCn2c(-c3ccco3)nc3ccccc32)cc1	-12.9%	-1.7
COc1ccc(/C=C(\C#N)C(=O)NCc2ccccc2)cc1	3.8%	-4.5
O=C(Nc1nc(-c2ccccc2)cs1)c1ccccc1F	u	x
COc1ccc(N(C(=O)c2cccnc2)S(=O)(=O)c2ccc(F)cc2)cc1	i	-11.2
COc1ccccc1NC(=O)CCN1CCN(Cc2ccccc2)CC1	i	x

The listing continues.
SMILES	S3 lipid droplet	S3 lipid droplet cell count max
CCOc1ccc(N2C(=O)c3ccccc3C2=O)cc1	u	x
O=C(CCN1C(=O)CSc2ccccc21)Nc1ccc(C(F)(F)F)cc1	10.1%	-28.6
Cc1ccc(NC(=O)COc2ccc(Br)cn2)cc1	u	x
Cc1ccc(C(=O)CC(=O)COc2ccc(Cl)cc2)cc1	u	x
CCCN1C(=O)/C(=C/c2ccccc2OCc2ccc(C(=O)O)cc2)NC1=S	4.4%	18.0
N#Cc1nc(-c2cccc3ccccc23)oc1N1CCCCC1	1.9%	3.8
CN(C)S(=O)(=O)c1cccc(COC(=O)Cc2c(F)cccc2Cl)c1	i	-25.5
O=c1sc2ccccc2c(N2CCCCC2)c1[N+](=O)[O-]	u	x
O=[N+]([O-])c1ccc(-c2cn(-c3ccc(Cl)cc3)c(=S)[nH]2)cc1	0.2%	x
Cc1ccc(NC(=O)CSc2nnc(Cn3c(=O)sc4ccccc43)n2C)cc1Cl	-14.9%	7.7
COc1ccc(CNC(=O)COc2ccc(S(=O)(=O)N3CCOCC3)cc2)cc1	u	x
N#Cc1ccsc1NC(=O)c1ccccn1	24.5%	3.2
N#Cc1ccc(CSc2nnc(-c3cccnc3)n2-c2ccccc2)cc1	10.4%	-6.0
NS(=O)(=O)c1ccc(CCNS(=O)(=O)c2cccc3nsnc23)cc1	u	x
COc1ccc2c(c1)C(C)=CC(C)(C)N2C(=O)CSc1nnc(-c2ccc(C)cc2)o1	u	x

(listing goes on)
SMILES	S3 lipid droplet	S3 lipid droplet cell count max
COc1ccc(OCC#CCn2ccnc2)cc1	-11.1%	3.7
C=CCN1C(=O)/C(=C/c2cccs2)S/C1=N\S(=O)(=O)c1ccc(F)cc1	u	x
O=C(O)c1cccc(NC(=O)c2cc(-c3cccc(Cl)c3)nc3ccccc23)c1	u	x
CCCCc1cc(=O)oc2cc(OC(C)C(=O)NCCN3CCOCC3)c(Cl)cc12 (centres undefined)	u	x
CC(CCc1ccccc1)NC(=O)COC(=O)c1cc(NS(=O)(=O)c2ccc(Cl)c([N+](=O)[O-])c2)ccc1O (centres undefined)	u	x
O=C1OC(Nc2nccs2)c2ccccc21 (centres undefined)	u	x
CCOC(=O)CCCNC(=O)c1cncc(Br)c1	-28.9%	-11.3
Cc1ccc(/C=C(/NC(=O)c2ccccc2)C(=O)NC(Cc2c[nH]c3ccccc23)C(=O)O)cc1 (centres undefined)	i	21.1
Cc1nn(Cc2c(Cl)cccc2Cl)c(C)c1NC(=O)c1cn(-c2ccccc2)nc1-c1ccccc1	u	x
O=C1S/C(=C\c2ccccc2)C(=O)N1CC(O)Cn1c2ccccc2c2ccccc21 (centres undefined)	9.2µM*	8.5*
CCN(CC)C(=O)CN(Cc1ccccc1)S(=O)(=O)c1ccc(F)cc1	u	x
NC(=O)c1c(NC(=O)c2ccco2)sc2c1CCC2	u	x
COc1ccc(CCNc2nc(-c3ccncc3)cs2)cc1OC	i	x
COCCCNC(=O)CCn1nc(-c2ccc(Cl)cc2)ccc1=O	6.6%	12.1
CCN(CC)Cc1ccc(OC)c(Cl)c1	u	x

More results:
SMILES	S3 lipid droplet	S3 lipid droplet cell count max
Cc1ccc(-n2c(SCC(=O)Nc3ccc4cn[nH]c4c3)nnc2-c2ccco2)cc1	u	x
CCCNC(=O)CN1C(=O)NC(CCSC)C1=O (centres undefined)	-3.8%	5.8
COc1ccc(OC)c(NC(=O)C(=O)NCc2ccncc2)c1	u	x
CC1Cc2ccccc2N1C(=O)Cc1cccs1 (centres undefined)	u	x
CCc1ccc(NC(=O)C(=O)NCCN2CCN(C(=O)c3ccco3)CC2)cc1	2.7%	-18.0
CCOc1ccccc1NC(=O)Nc1cnccn1	6.6%	x
CCN1C(=O)[C@H]2[C@@H](c3ccc(-c4cc(C(C)=O)cs4)cc3)N3CCC[C@@]3(C(=O)OC)[C@H]2C1=O	15.7%	-11.8
Cc1sc2ncnc(NCc3cccs3)c2c1C	u	x
Cc1ccccc1NC(=S)N(Cc1ccccc1)Cc1cccnc1	u	x
COc1ccc2cc(C#N)c(SCC(=O)N3CCCC3)nc2c1	u	x
Cc1cccc(N2CCN(C(c3ccccc3)c3nnnn3CC3CCCO3)CC2)c1C (centres undefined)	u	x
CCCCN(C(=O)C(C)Oc1ccc(Br)cc1)c1c(N)n(Cc2ccccc2)c(=O)[nH]c1=O (centres undefined)	i	-17.0
O=C(CNc1cccc(S(=O)(=O)N2CCCCCC2)c1)Nc1cccc([N+](=O)[O-])c1	20.6µM*	20.3*
CCN(Cc1ccccc1)S(=O)(=O)c1ccc2c(c1)NC(=O)CS2	u	x
Cc1ccc(C)c(NC(=O)CSc2nc3ccc(N4C(=O)c5ccccc5C4=O)cc3s2)c1	10.9%	22.2

Quoted at random: 2 entries already listed, in no set order.
SMILES	S3 lipid droplet	S3 lipid droplet cell count max
N#Cc1nc(-c2cccc3ccccc23)oc1N1CCCCC1	1.9%	3.8
N#Cc1ccsc1NC(=O)c1ccccn1	24.5%	3.2

Further structures.
SMILES	S3 lipid droplet	S3 lipid droplet cell count max
CCc1ccccc1NC(=S)N(Cc1cccs1)C1CCCC1	-1.5%	-2.0
CCc1c(-c2n[nH]c(=S)n2Cc2ccccc2)csc1C	6.3%	6.6
CCN(CC)CCNC(=S)NC(=O)c1cn(-c2ccccc2)nc1-c1ccc(OC)cc1	-4.3%	-14.9
CCO[C@H]1OC(C(=O)N2CCN(C)CC2)=C[C@@H](c2ccc(C(F)(F)F)cc2)[C@@H]1CCCO	0.8%	0.5
CCOc1cc(N2CCOCC2)c(OCC)cc1NC(=O)CN1C(=O)NC(Cc2ccccc2)C1=O (centres undefined)	u	x
COc1ccccc1-c1cc(C(=O)NC2CCCC2)no1	u	x
COc1ccc(CN2CCC(C(=O)NCCc3ccc(OC)c(OC)c3)CC2)c(OC)c1	u	x
COc1ccc(N(CC(=O)Nc2cccc(C(C)=O)c2)S(C)(=O)=O)cc1OC	16.0%	-3.2
O=c1[nH]c(Nc2ccccc2)cc2ccccc12	u	x
Cc1ccc(CNC(=O)C2CCC(=O)N(CCc3ccc(Cl)cc3)C2)cc1 (centres undefined)	-27.5%	-14.9
c1cncc(-c2cccnc2)c1	2.5%	1.0
CCOc1ccc2c(c1)C(=O)C(=O)N2CC1COc2ccccc2O1 (centres undefined)	u	x
CC(C)C(=O)Nc1cccc(C(=O)Nc2cc([N+](=O)[O-])ccc2Cl)c1	u	x
CCC(=O)Nc1ccc(/C(C)=N/NC(=O)c2c(-c3ccccc3Cl)noc2C)cc1	23.5%	-2.6
N/C(=N\OC(=O)COc1ccc(Br)cc1)c1ccncc1	u	x

Later entries
SMILES	S3 lipid droplet	S3 lipid droplet cell count max
COC(=O)c1cccc(NC(=O)c2cnccn2)c1	13.7%	-2.5
O=C(COc1ccc(Cl)cc1Cl)Nc1ccc(Cl)cn1	u	x
Cc1nc2ccccc2c(=O)n1/N=C/c1ccccc1	0.6%	-0.4
N=C1C(c2ccccc2)=C(O)CN1c1cccc(S(=O)(=O)Nc2cccc(C(F)(F)F)c2)c1	u	x
O=C(Nc1ccc(F)cc1)NC1(C(=O)NCc2cccs2)CCCCC1	-11.8%	x
Cc1nn(C)c(C)c1NC(=O)c1ccc(S(=O)(=O)N(C)C)cc1	i	-16.5
CCOC(=O)c1nc(Nc2ccc(C(=O)O)cc2)c2ccccc2n1	-15.3%	-6.2
Cn1ccc(C(=O)Nc2ccc3c(c2)OCCO3)n1	u	x
Cc1[nH]n(-c2ccccc2)c(=O)c1N=O	-14.1%	-9.6
C=CCN1C(=O)N/C(=C/c2ccc(C)o2)C1=O	u	x
Cc1ccc(SC[C@H](C)CN2CC[C@H](NC(=O)OCc3ccccc3)CCC2=O)cc1	u	x
COc1ccc(NC(=O)CCSc2nnnn2C)cc1	u	x
COc1ccc(CN2CCN(c3ncnc4scc(-c5ccc(F)cc5)c34)CC2)cc1	16.3%	12.2
Cn1nnnc1SCc1ccc(C(=O)Nc2ccccc2F)cc1	-8.7%	x
O=c1[nH]nc(SCCS(=O)(=O)c2ccc(F)cc2)n1-c1ccccc1C(F)(F)F	17.4%	x

Arranged by value in S3 lipid droplet cell count max (low to high): some entries from above
compound	S3 lipid droplet cell count max
Cc1nn(C)c(C)c1NC(=O)c1ccc(S(=O)(=O)N(C)C)cc1	-16.5
CCOC(=O)c1nc(Nc2ccc(C(=O)O)cc2)c2ccccc2n1	-6.2
COC(=O)c1cccc(NC(=O)c2cnccn2)c1	-2.5

The listing continues:
SMILES	S3 lipid droplet	S3 lipid droplet cell count max
O=C(Nc1ccncc1)c1ccc(Cl)cc1	-3.3%	-2.8
Cc1cccn2c(CNCC(C)Oc3cccnc3)c(C(=O)N3CCOCC3)nc12 (centres undefined)	u	x
CCOc1ccc(NC(=O)CCNS(=O)(=O)c2ccc(Br)s2)cc1	u	x
CC(=O)N1CCN(c2ccc(Oc3ccc([N+](=O)[O-])c(C(F)(F)F)c3)cc2)CC1	u	x
COC(=O)Cn1cc(C(=O)c2cccs2)c2ccccc21	i	x
O=C(O)c1cnc(-c2ccccc2)nc1-c1ccccc1	u	x
Cn1c(=O)[nH]c(=O)c2c1nc(SCCN1CCCCC1)n2Cc1ccccc1	18.7%	x
COc1cccc(OC)c1C(=O)N1CCN(Cc2ccccc2C(F)(F)F)CC1	i	-21.2
CC(C)[C@H](NC(=O)NC1CCCC1)C(=O)O	26.3%	3.8
CCOC(=O)N1CCN(C(=O)COc2cccc3c2CCN(CC)C3=O)CC1	0.1%	-7.5
COc1cccc(/C=N/n2cncn2)c1OCC#N	u	x
CC(Oc1ccccc1)C(=O)N/N=C/c1ccccn1 (centres undefined)	u	x
O=C(NCc1nc(-c2ccc(Cl)cc2)no1)c1ccc2c(c1)OCO2	u	x
COc1cccc(CN(C)C(=O)c2ccc(NC(=O)CC3SC(N4CCCC4)=NC3=O)cc2)c1OC (centres undefined)	u	x
CCCCn1c(N)c(N(Cc2ccccc2OC)C(=O)COc2ccccc2C#N)c(=O)[nH]c1=O	15.1%	0.1

The list goes on.
SMILES	S3 lipid droplet	S3 lipid droplet cell count max
O=C(CS(=O)(=O)c1ccc(F)cc1)N1CCN(c2ccccc2)CC1	u	x
COc1cccc(NC(=O)c2cccnn2)c1	u	x
COc1ccccc1CC(=O)N(Cc1ccccc1)c1ccc(C)cc1	4.5%	-13.3
CC(C)Oc1ccc(C(=O)Nc2ccccc2N2CCCC2)cc1	u	x

These rows are one share of the data, so the mix of outcomes need not match the whole.
